14-3-3 Bad PPI = disrupts binding of bovine 14-3-3 zeta to phospho-Bad peptide | P63103 | TR-FRET 14-3-3zeta/Dy647-pBad peptide displacement, 1 h | inhibition, % at 21.7 µM | 220,000 compounds, 0.71% hits | AID 781;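 active = inhibition above about 70%, limit read from the data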;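 note: 0% = full 14-3-3 plus peptide FRET controls and 100% = background without 14-3-3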
Target sequence (P63103 whole entry, looked up): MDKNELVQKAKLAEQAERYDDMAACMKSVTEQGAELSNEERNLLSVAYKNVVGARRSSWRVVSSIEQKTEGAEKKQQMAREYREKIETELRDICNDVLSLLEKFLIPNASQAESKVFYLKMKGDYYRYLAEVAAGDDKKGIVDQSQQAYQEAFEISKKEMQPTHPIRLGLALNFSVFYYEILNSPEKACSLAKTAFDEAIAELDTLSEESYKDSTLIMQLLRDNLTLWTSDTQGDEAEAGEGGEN
EBV gp42 block = EBV gp42 inhibition; 220,000 compounds, 0.42% hits; inhibition, % (tested at 21.74 µM); Fluorescence polarization binding assay, mP read-out; Q1HVG2; AID 1085; in the data active = inhibition above about 50%
Rad51 HR inh = blocks human Rad51 in homologous recombination. Q06609. hRad51 DNA strand exchange, fluorescence dequenching. inhibition, % at 10 µM. 200,000 compounds, 0.085% hits. AID 1385;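 active = inhibition above 40% at the single screening dose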;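 note: 0% = DMSO control wells and 100% = blanks with heterologous ssDNA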
Target sequence (Q06609 whole entry, looked up): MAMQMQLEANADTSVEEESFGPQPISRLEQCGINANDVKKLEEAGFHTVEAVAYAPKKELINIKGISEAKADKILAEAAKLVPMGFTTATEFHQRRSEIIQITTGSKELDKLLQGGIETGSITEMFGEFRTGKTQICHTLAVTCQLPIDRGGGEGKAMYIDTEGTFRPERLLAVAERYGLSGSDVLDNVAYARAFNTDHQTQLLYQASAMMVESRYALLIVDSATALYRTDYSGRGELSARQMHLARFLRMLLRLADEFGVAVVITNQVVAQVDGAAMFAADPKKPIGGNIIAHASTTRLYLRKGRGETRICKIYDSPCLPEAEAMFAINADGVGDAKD
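Assay system: Human Rad51 nucleoprotein filaments preassembled on unlabelled ssDNA | Reagent: Donor/quencher-labelled 47-bp dsDNA substrate | Doses: One concentration, 10 µM final | Times: 37 °C 15-min filament assembly, 30-min compound preincubation, 15-min exchange | Technique: Fluorescein emission 520 nm, excitation 485 nm | Benchmarks: Plate control and blank wells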
eIF4E 4G PPI = blocks eIF4E binding to eIF4G | 220,000 compounds, 0.37% hits | inhibition, % at 21.7 µM | TR-FRET eIF4E-eIF4GI(517-606) binding, 2 h;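 note: 0% = full FRET control wells and 100% = background wells lacking eIF4GI fragment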
Furin inh = human furin inhibition | P09958 | purified furin, fluorogenic substrate cleavage | inhibition, % at 30 µM | 220,000 compounds, 0.061% hits; in the data active = inhibition above about 25%; note: inactives centre near -15
Cl transport mod = modulators of human KCC2 chloride dependent transport; KCC2 cells, thallium flux FluoZin-2 fluorescence; B-score of Tl+ flux slope (higher = more flux/activation; lower = inhibition) at 10 µM; 190,000 compounds, 2.2% hits; AID 1456;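 active = thallium flux slope and its plate-corrected score both differing from the plate sample mean at a set confidence after two filtering rounds, in either direction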;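 note: slope of fluorescence scaled to starting intensity during 10 to 20 s after thallium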
Thrombin inh = blocks human thrombin protease activity. 220,000 compounds, 0.26% hits. AID 1046. P00734. inhibition, % at 5 µM. alpha-thrombin, Boc-VPR-AMC fluorogenic substrate cleavage;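 active = inhibition at or above 40%; inactive = inhibition below 40%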;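 note: 0% = enzyme with no compound and 100% = wells without enzyme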
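Test system: human alpha-thrombin; medium: pH 7.5 Tris-saline with Tween 20; times: reaction at room temperature; signal: AMC fluorescence at 355 nm excitation and 460 nm emission; also added: Boc-VPR-AMC substrate, 15 µM final; dosing: one concentration per compound, 5 µM, with 0.2% DMSO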
hK5 inh = blocks human kallikrein 5 protease activity | Q9Y337 | recombinant hK5, fluorogenic AMC substrate cleavage | inhibition, % at 5 µM | 210,000 compounds, 0.59% hits | AID 873;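 active = inhibition of 40% or more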;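 note: 0% = enzyme controls without compound and 100% = no-enzyme blanks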
p47phox inh = inhibitors of human p47phox binding. p47phox/p22phox peptide binding, fluorescence polarization, 2 h. inhibition, % at 24.7 µM. 220,000 compounds, 0.53% hits;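 note: 0% = p47phox with labelled peptide and 100% = labelled peptide alone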
Target sequence (P14598 whole entry, looked up): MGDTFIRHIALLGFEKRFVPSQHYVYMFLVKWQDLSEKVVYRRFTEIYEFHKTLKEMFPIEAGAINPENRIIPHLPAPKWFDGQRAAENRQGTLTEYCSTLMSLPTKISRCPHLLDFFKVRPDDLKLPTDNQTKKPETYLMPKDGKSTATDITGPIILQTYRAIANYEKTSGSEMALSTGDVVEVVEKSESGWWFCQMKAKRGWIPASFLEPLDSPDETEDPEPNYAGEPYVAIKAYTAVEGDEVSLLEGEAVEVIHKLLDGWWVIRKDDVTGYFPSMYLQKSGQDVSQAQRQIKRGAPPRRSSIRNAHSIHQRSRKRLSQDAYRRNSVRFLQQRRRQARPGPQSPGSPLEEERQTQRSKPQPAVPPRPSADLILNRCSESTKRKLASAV
* marks the source's active call; other numbers are inactive results; / = no result given; [ ] = remark or other dose.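 Rule for the calls, unless noted: active = inhibition above about 30% (limit read from the data); inactive = the rest.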 This is a random part of the collection. About 4.7% of those tested had a hit in this group.

14-3-3 Bad PPI	EBV gp42 block	Rad51 HR inh	eIF4E 4G PPI	smiles	Furin inh	Cl transport mod	Thrombin inh	hK5 inh	p47phox inh
-8[fluorescence artefact?]	27	-13	1[fluorescence artefact?]	COc1ccc2c(=O)c3c(=O)n(Cc4ccco4)c(-c4ccco4)nc3oc2c1	-12[20 µM]	-3.3	-3	-22	-24
7	-12	/	-2	CN1CCN(C(=O)/C(=C\c2cccs2)NC(=O)c2ccco2)CC1	-7	0.97	-6	-23	-2
-12	-47	-9	-3	CCCCC(CCCC)=N/N=C/c1c(O)n(CC)c2cc(C3=NNC(=O)CC3)ccc12	-2[20 µM]	0.78	8	5	-14
86*	-21	-6	24	CC(=O)Nc1nc(-c2ccc(Cl)cc2)nc(C)c1C(C)=O	-19[20 µM]	0.1	-6	1	-11
-7	5	15	5	COc1cc(Cl)c(C)cc1NC(=O)COC(=O)C(NS(=O)(=O)c1ccc(Cl)cc1)C(C)O (centres undefined)	-12	-1.1	0	-7	-7
1	-5	-12	-1	COc1ccc(CCNC(=O)CN(c2ccccc2)S(C)(=O)=O)cc1OC	-17[20 µM]	/	0	-9	0
50	-1	-8	-4	CN(CC(=O)Nc1ccccc1Oc1ccccc1)Cc1ccccc1F	-17	0.78	-5	-2	8
-23[fluorescence artefact?]	-7	-2	-3[fluorescence artefact?]	CN(C)c1nc(SCC#N)nc(N2CCOCC2)n1	-2[20 µM]	1	-4	0	-8
-2[fluorescence artefact?]	-3	9	2[fluorescence artefact?]	O=C(O)CCn1c(=O)c2ccccc2c2ccccc2c1=O	-148[20 µM]	-0.24	-6	1	-9
-2	-9	3	-10	C/C=C/c1c(F)c(F)c(Oc2ccc(C(=O)O)cc2)c(F)c1F	-11[20 µM]	/	5	0	-4
7	-19	/	0	O=C(N1CCOCC1)N1CCN(S(=O)(=O)N2CCCCC2)CC1	-21[20 µM]	0.12	18	39	-5
5	-22	-4	8	Cc1oc(-c2ccccc2F)nc1CSCC(=O)NCc1ccc2c(c1)OCO2	-5	-0.67	-1	-12	4
11	-12	2	-2	CN1CCN(c2ccc(NC(=O)COc3ccccc3Cl)cc2)CC1	-30[20 µM]	-0.028	-8	-12	-2
-10	-7	/	-6	O=C1NC2=C(CCc3ccccc32)C(c2ccccc2)N1 (centres undefined)	-5	-1	26	29	6
0[fluorescence artefact?]	-20	-2	-4	Cc1ccc(S(=O)(=O)N2CCCC2C(=O)N2CCCCCC2)cc1 (centres undefined)	-14[20 µM]	-0.65	5	-31	-12
-3	15	6	-2	CCCCn1c(N)c(NCC)c(=O)[nH]c1=O	-18	-0.027	-3	2	-3
0	-17	-10	-2	CSC(=NCCCN1CCOCC1)NS(=O)(=O)c1cccs1	-19	0.5	1	9	-12
2	-11	3	-7	CC[C@@H](C)C(NC(=O)OC(C)(C)C)c1cn([C@@H](CCC(=O)OC(C)(C)C)C(=O)N2CCN(C(=O)OC(C)(C)C)CC2)nn1 (some centres undefined)	-30	0.85	0	0	1
-11[fluorescence artefact?]	-10	-5	-1[fluorescence artefact?]	CCOC(=O)n1c(=O)oc2ccc(Cl)cc21	-20[20 µM]	-0.58	6	-9	-3
-9[fluorescence artefact?]	-9	0	-2[fluorescence artefact?]	CC(C)CC1NC(=O)N(CC(=O)N2CCN(S(=O)(=O)c3ccc(Cl)cc3)CC2)C1=O (centres undefined)	1[20 µM]	0.19	6	-13	-8
-12	-1	-5	5	CC(=O)Nc1ccc(NC(=O)CSCc2cnn(-c3ccccc3)c2-n2cccc2)cc1	-18[20 µM]	-0.73	-2	-22	-14
-4[fluorescence artefact?]	-5	1	1[fluorescence artefact?]	Nc1nnnn1/N=C/c1ccccc1OCc1ccc(Cl)cc1	-18[20 µM]	-0.054	-1	-12	-3
-7	1	4	3	Nc1ccccc1SC1CC(=O)N(c2ccc(Cl)c(Cl)c2)C1=O (centres undefined)	-7	1.1	-6	23	-8
6	5	1	3	Cc1nc2c(cnn2-c2ccccc2Cl)c(=O)n1-c1ccc(N2CCC(C)CC2)cc1	-13[20 µM]	/	1	2	5
13	-26	11	-4	Cc1cc(Nc2ccc(F)cc2)nc(N)n1	-10[20 µM]	/	0	-5	-4
2	-2	10	-6	Nc1nonc1-n1nnc(C(=O)N/N=C/c2cccc(Cl)c2)c1CSc1ccccc1	-26	0.12	0	4	-7
0	-22	/	3	COc1cccc(CSc2ccc(S(=O)(=O)N3CCOCC3)cc2C(=O)NCC2CCCO2)c1OC (centres undefined)	-18	-0.094	-4	/	-5
3	8	/	6	O=C(N/N=C1\C(=O)c2cccc3cccc1c23)c1ccc(O)cc1	-15	1.7	-5	11	-5
0	-16	4	2	CCCCCC(=O)N/N=C/c1ccc([N+](=O)[O-])o1	-3	0.69	7	2	-16
-4[fluorescence artefact?]	-92	-5	-1	Cc1ccc(C2CC(c3cccs3)=NN2S(=O)(=O)c2ccc(C)cc2)cc1 (centres undefined)	-20	0.11	7	-3	-119
-14	-15	2	-3	O=C(CSc1ccc(-c2ccccn2)nn1)c1ccccc1	-13	-0.43	-2	/	5
-4	-9	-2	2	COc1cc2c(cc1OC)C(SC)=NC(C)(C)C2	-3[20 µM]	/	0	-12	-16
-2	-12	-11	9	COc1ccc(NC(=O)c2ccc(COCC(F)(F)C(F)F)cc2)cc1OC	-16	0.66	-8	-6	-3
1	-6	3	4	CCS(=O)(=O)Nc1ccc(Cc2ccc(NS(=O)(=O)CC)cc2)cc1	-5[20 µM]	1.6	1	-15	4
-2	-1	20	4	C1CC2CN(c3nc4nonc4nc3N3CCSCC3)CCN2C1 (centres undefined)	-6	-0.057	6	0	-6
-2	-16	-2	2[fluorescence artefact?]	COc1cc(OC)c(C(=O)NC2CCCCCC2)cc1OC	4[20 µM]	-1.1	-12	-3	8
-1	-8	6	7	CC(C)Nc1ncnc2c1nnn2Cc1ccccc1	-39[20 µM]	-0.51	-19	10	-1
8[fluorescence artefact?]	-10	0	3[fluorescence artefact?]	Cc1cc(C(F)F)n2nc(C(=O)Nc3ccc(F)cc3F)nc2n1	-15[20 µM]	/	-1	-5	-4
-11	-1	3	6	OCCNc1nc(C2CC2)nc2c1nnn2Cc1ccccc1Cl	-4	-0.32	6	-7	-5
-12	25	-37	5	Cn1c(-c2c(N)n(-c3ccccc3)c3nc4ccccc4nc23)nc2ccccc21	0	-0.75	-1	-64	5
-9	-4	-1	-4	CCOC(=O)CNC(=O)Cn1cnc2c(nnn2-c2ccc(C)cc2)c1=O	-23	-0.18	3	1	-2
11[fluorescence artefact?]	-19	-6	-1[fluorescence artefact?]	N#Cc1cccc(-n2nnnc2-c2ccccn2)c1	-13	/	-1	2	-11
7	-14	1	-1	N=C1C(c2ccccc2)=C(O)CN1c1cccc(S(=O)(=O)N2CCOCC2)c1	-20	0.021	-1	-2	-8
-5	-14	4	1	COc1ccc(S(=O)(=O)N2CCC(C(=O)NCCc3ccc4c(c3)OCO4)CC2)cc1	-13	/	-9	-3	42*
-20	-21	9	1	COc1ccc(C(=O)C2CCCN(Cc3cccc4c3OCO4)C2)cc1OC (centres undefined)	-22	-0.47	0	/	-3
-19	-12	13	0	Cc1c(NC(=O)CSc2ncnc3ccccc23)c(=O)n(-c2ccccc2)n1C	-22	0.45	-4	8	-6
4	-12	21	5	COc1ccc([N+](=O)[O-])cc1N(CC(O)CN1CCCCC1)S(=O)(=O)c1ccccc1 (centres undefined)	-25	/	-3	1	-8
1	-6	6	2	Cn1nnc(C(O)CN2CCOCC2)n1 (centres undefined)	-16	-0.21	0	-11	-9
-11	7	5	-6[fluorescence artefact?]	CCc1c(C)sc(NC(=O)c2ccccc2[N+](=O)[O-])c1C(N)=O	-10	0.96	-8	-17	-3
17[fluorescence artefact?]	4	2	3	Cc1ccc(C)c(C(=O)CCC(=O)Nc2cccnc2)c1	-19[20 µM]	-0.041	-1	1	-5

Shown as a hit in p47phox inh, among the entries above:
14-3-3 Bad PPI	EBV gp42 block	Rad51 HR inh	eIF4E 4G PPI	smiles	Furin inh	Cl transport mod	Thrombin inh	hK5 inh	p47phox inh
-5	-14	4	1	COc1ccc(S(=O)(=O)N2CCC(C(=O)NCCc3ccc4c(c3)OCO4)CC2)cc1	-13	/	-9	-3	42*

(listing goes on)
14-3-3 Bad PPI	EBV gp42 block	Rad51 HR inh	eIF4E 4G PPI	smiles	Furin inh	Cl transport mod	Thrombin inh	hK5 inh	p47phox inh
-5	-4	/	-3	Brc1ccccc1-c1csnn1	-19	0.082	-2	1	-12
-3	-20	24	-1	Cn1c(SCC(=O)N2CCc3ccccc3C2)nnc1-c1ccncc1	-25	1.9	3	-11	-9
-2	9	4	12	O=C1C=C(NCc2ccc(Cl)cc2Cl)C2(CCCCC2)O1	-12[20 µM]	/	-5	-4	4
-1	-7	-6	2	Cc1cc(C)c(NC(=O)CS(=O)CC(=O)NCCCc2ccccc2)c(C)c1 (centres undefined)	-1[20 µM]	0.012	3	4	-11
-1	-2	0	5	O=C(NNC1=NCCC1)c1cccc(S(=O)(=O)N2CCCC2)c1	-9	-0.054	-9	-14	-16
-1	4	-2	1	Cc1cccc2cc(CN(CCCN3CCOCC3)Cc3nnnn3C(C)(C)C)c(=O)[nH]c12	-16	/	-2	5	-1
-1[fluorescence artefact?]	-15	/	0[fluorescence artefact?]	CN(C)CCNC(=O)Cn1nc(-c2ccc(Cl)cc2)ccc1=O	-11	/	-8	-27	-19
10	0	0	2	Brc1cc2c(cc1C1Nc3ccccc3C3C=CCC31)OCO2 (centres undefined)	-19	0.15	2	-11	-28
0	0	7	-7[fluorescence artefact?]	O=C(N1CCC(O)(c2cccnc2)CC1)C12CC3CC(CC(C3)C1)C2	-21	0.12	-12	-17	-24
0	-21	-5	-10	C#CCn1c(=NC(=O)c2ccccc2[N+](=O)[O-])sc2cc(S(C)(=O)=O)ccc21	-6	0.28	-3	-24	0
5	-4	12	2	CCCn1c(=O)c2[nH]cnc2n(-c2ccccc2C)c1=O	-13	-0.0076	2	-3	0
-7	1	-6	-7	Fc1ccc2nc3n(c2c1F)CCCCCC3	-8	-0.74	-6	4	-8
2	-7	-19	1	Cc1ccc(-c2nn(-c3ccccc3)cc2C(=O)O)o1	-22	-0.0077	14	2	-17
5	-23	10	7	CC(C)NC(=O)C(=O)NC1CCCCCC1	0[20 µM]	-0.25	1	-8	-12
8	-19	-1	2	CCOP1(=O)C=C(C(C)(C)C)OC1c1ccc(F)cc1 (centres undefined)	-15	0.61	3	5	-9
0	-9	-8	4	NC(=O)C1(N2CCCCC2)CCN(Cc2ccccc2Cl)CC1	-9[20 µM]	-0.1	-5	2	-9
-3	-14	2	11	Cc1ccc(NC(NC(=O)c2ccccn2)C(Cl)(Cl)Cl)cc1 (centres undefined)	-13[20 µM]	/	0	8	8
-5	-9	3	-7	NS(=O)(=O)c1ccc(NC(=O)c2c(Cl)cccc2Cl)cc1	-8	1.5	/	-1	-3
3	-18	0	5	Cc1ccc(C)c(NC(=O)CSc2nc3[nH]ncc3c(=O)[nH]2)c1	-16	-0.56	-14	-17	-7

Only Cl transport mod, 14-3-3 Bad PPI and hK5 inh (3 entries from above):
molecule,Cl transport mod,14-3-3 Bad PPI,hK5 inh
Cc1cc(C)c(NC(=O)CS(=O)CC(=O)NCCCc2ccccc2)c(C)c1 (centres undefined),0.012,-1,4
O=C(NNC1=NCCC1)c1cccc(S(=O)(=O)N2CCCC2)c1,-0.054,-1,-14
Cc1cccc2cc(CN(CCCN3CCOCC3)Cc3nnnn3C(C)(C)C)c(=O)[nH]c12,/,-1,5

Source: PubChem BioAssay
